# Screens as filed in PubChem.
# NTR1 ag – agonists of NTR1, primary screen, imaging, U2OS cells, beta-arrestin-GFP, high content (AID 493036). Neurotensin receptor type 1 (Homo sapiens), P30989. NTR1-U2OS beta-arrestin-GFP spot imaging, agonist mode. activation, % at 20 µM. 0.17% of 330,000 active;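 active = activation at or above 40% of the spot to cytoplasm intensity ratio, with at least 20 cells analyzed; inconclusive = wells under 20 cells, flagged as cytotoxic or low count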;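 note: 0% = DMSO without peptide and 100% = 100 nM NTR1 peptide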
# Target sequence (P30989 whole entry, looked up): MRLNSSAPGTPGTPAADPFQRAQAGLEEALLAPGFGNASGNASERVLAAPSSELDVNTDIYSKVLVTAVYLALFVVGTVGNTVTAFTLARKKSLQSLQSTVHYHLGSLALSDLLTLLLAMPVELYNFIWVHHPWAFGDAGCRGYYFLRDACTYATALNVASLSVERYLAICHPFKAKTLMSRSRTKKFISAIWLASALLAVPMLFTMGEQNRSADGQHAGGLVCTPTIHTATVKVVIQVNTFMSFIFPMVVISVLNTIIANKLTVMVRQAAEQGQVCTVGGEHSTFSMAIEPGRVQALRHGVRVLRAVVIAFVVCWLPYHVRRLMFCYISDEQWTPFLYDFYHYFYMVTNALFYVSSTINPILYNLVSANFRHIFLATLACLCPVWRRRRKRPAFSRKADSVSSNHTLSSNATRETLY
# Siah-1 displacement – Siah-1 peptide-binding antagonists, primary screen, biochemical, fluorescence polarization, rhodamine-plectin, uHTS (AID 1817). E3 ubiquitin-protein ligase SIAH1 (Homo sapiens). Siah-1 / rhodamine-plectin peptide fluorescence polarization; higher % means a stronger effect. displacement, % at 20 µM; hits with a dose series show IC50 in µM. 0.02% of 290,000 active;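 active = displacement of at least 50% at 20 µM, with a fluorescence ratio check between 0.3 and a set limit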;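 note: plate controls were Siah plus tracer with DMSO for no effect and tracer alone without Siah for full effect; strong numbers were not always called active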
# GPR35 antagonists – GPR35 antagonists blocking zaprinast-driven arrestin recruitment, primary screen, imaging, U2OS, beta-arrestin-GFP, zaprinast agonist (AID 2058); 0.052% of 290,000 active; inhibition, % at 10 µM; hits with a dose series show IC50 in µM; U2OS GPR35 beta-arrestin-GFP translocation imaging, zaprinast antagonism; higher % means a stronger effect;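 active = inhibition of at least 50% with at least 30 cells and total cytoplasm GFP at most 10,000,000; inconclusive = under 30 cells or total GFP of 10,000,000 plus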
# NS5 inhibitors – Dengue-2 NS5 methyltransferase inhibitors, primary screen, biochemical, confirmation dose response (AID 588689) | Dengue-2 NS5 methyltransferase capping enzyme assay, biochemical; higher % means a stronger effect | Genome polyprotein (Dengue virus type 2 (strain 16681-PDK53)) | inhibition, % at 25 µM, or IC50 in µM where a hit was titrated | 0.3% of 340,000 active; in the data active = a potency from the dose series; inconclusive = inhibition above about 29% without an active follow-up result
# AID2073 – inhibitors of Mint1-CaV2.2 protein interaction, biochemical, HTRF (AID 2073); HTRF protein-protein interaction, Mint1-CaV2.2; higher % means a stronger effect; inhibition, % at 20 µM, or IC50 in µM where a hit was titrated; 0.19% of 290,000 active; in the data active = inhibition mostly above about 51%, no sharp cut-off; inconclusive = no clear call, values can overlap the other calls; inactive = mostly below about 53%; note: some results filed as inactive read as strong as hits
# HIV peptide binding – inhibitors of HIV fusion peptide binding, primary screen, biochemical, uHTS, fluorescence dequenching (AID 1986) | cell-free peptide binding, fluorescence dequenching, 30 min; higher % means a stronger effect | inhibition, % at 20 µM; hits with a dose series show IC50 in µM | 0.3% of 290,000 active; in the data active = inhibition mostly above about 52%, no sharp cut-off; inactive = mostly below about 76%; note: some results filed as inactive read as strong as hits
# UTI89 phage lysis – inhibition of K1F phage lysis, E. coli UTI89, bacterial capsule biogenesis inhibitors, alamar blue (AID 488966); E. coli UTI89 K1F phage lysis, alamar blue, 2 h; higher % means a stronger effect; one-dose inhibition, % at 100 µM; IC50 in µM for titrated hits; 0.02% of 340,000 active;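 active = phage lysis inhibition, versus mean bacterial control, above a set limit; inconclusive = no clear call, values can overlap the other calls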;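 note: capsule biogenesis inhibitors block K1F phage lysis so surviving cells raise fluorescence; higher fluorescence means more inhibition of phage lysis; actives were called in the ten point dose series up to 300 µM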
# GPR55 antagonists – GPR55 antagonists blocking LPI-driven arrestin recruitment, primary screen, imaging, U2OS, beta-arrestin-GFP, LPI agonist (AID 2013); G-protein coupled receptor 55 (Homo sapiens); U2OS GPR55 beta-arrestin-GFP translocation imaging, LPI antagonism; higher % means a stronger effect; 0.13% of 290,000 active; inhibition, % at 10 µM, or IC50 in µM where a hit was titrated;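 active = spots per cell inhibited over 60%, with over 100 cells counted and total cytoplasm intensity under 500,000; inconclusive = wells with under 100 cells, flagged as likely toxic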;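 note: U2OS cells stably carrying GPR55 and arrestin-GFP stimulated by 5 µM LPI near EC80; imaged beta-arrestin-GFP aggregate spots per cell after agonist stimulation; plate controls were LPI-stimulated DMSO wells for no effect and DMSO wells without LPI for full effect; some results filed as inactive read as strong as hits; confirmed hits need IC50 under 10 µM and bright autofluorescent wells are also inconclusive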
# GPR55 beta-arrestin – GPR55 agonists via beta-arrestin recruitment, primary screen, imaging, U2OS cells, beta-arrestin-GFP redistribution (AID 1961); activation, % at 10 µM, or EC50 in µM where a hit was titrated; G-protein coupled receptor 55 (Homo sapiens); 0.048% of 290,000 active; U2OS GPR55 beta-arrestin-GFP redistribution imaging; higher % means a stronger effect;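 active = activation above 40% with more than 50 cells counted in the well; inconclusive = wells holding fewer than 50 cells, flagged as toxic or sparse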;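 note: U2OS osteosarcoma cells stably expressing GPR55 and beta-arrestin-GFP; plate controls were DMSO negative control for no effect and LPI positive control for full effect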
# NTR1 ag cell count 20 µM – also measured in NTR1 ag; calls as there; cell count; measured here: cell count, cytotoxicity flag
# NS5 inhibitors pilot replicate – second read-out of NS5 inhibitors, no call of its own (marks repeat the call); inhibition, %; measured here: pilot screen replicate inhibition
# The depositor's hits bear a star; ? = inconclusive; . = no result given; & = joins results of further samples; [ ] = remark or other dose.
# The opening two compounds, to show the layout:
SMILES,NTR1 ag,NTR1 ag cell count 20 µM,Siah-1 displacement,GPR35 antagonists,NS5 inhibitors,AID2073,HIV peptide binding,UTI89 phage lysis,GPR55 antagonists,GPR55 beta-arrestin,others
Cc1c(OCC(=O)N2CCC(C(=O)NCCCC(=O)O)CC2)ccc2c1oc(=O)c1ccccc12,-0.9,58,2%,1%,-4%,23%,2.0%,-0.1%,16%,0.1%,
CCC(=O)Nc1ccc2c(c1)ncn2-c1ccccc1C,0.1,24,-1%,4%,-9%,6%,-0.5%,0.1%,-11%,0.3%,

# Main list, from the start:
SMILES,NTR1 ag,NTR1 ag cell count 20 µM,Siah-1 displacement,GPR35 antagonists,NS5 inhibitors,AID2073,HIV peptide binding,UTI89 phage lysis,GPR55 antagonists,GPR55 beta-arrestin,others
Cc1c(OCC(=O)N2CCC(C(=O)NCCCC(=O)O)CC2)ccc2c1oc(=O)c1ccccc12,-0.9,58,2%,1%,-4%,23%,2.0%,-0.1%,16%,0.1%,
CCC(=O)Nc1ccc2c(c1)ncn2-c1ccccc1C,0.1,24,-1%,4%,-9%,6%,-0.5%,0.1%,-11%,0.3%,
CCOC(=O)c1cnc(-c2ccccc2)nc1Oc1cccc(Cl)c1,2.5,47,2%,-4%,.,9%,-2.2%,-0.1%,26%,-0.1%,
O=C(CSc1nnc(-c2cccs2)n1Cc1ccccc1)N1CCc2ccccc2C1,1.1,64,2%,-7%,2%,-18%,0.1%,0.0%,-2%,0.0%,
CN1CCN(NC(=O)c2cc(-c3cccc(Cl)c3)nc3ccccc23)CC1,-0.5,42,7%,-18%,-1%,4%,0.8%,0.7%,9%,1.0%,
COc1ccc(-c2cc(C(F)(F)F)nc(SCCC(=O)Nc3cc(C)on3)n2)cc1,6.4,39,-3%,19%,-1%,10%,-1.2%,0.3%,-9%,-0.1%,
COc1ccc(N2CCN(C(=O)CNC(=O)c3cn(-c4ccccc4OC)c(=O)c4ccccc34)CC2)cc1,0.2,62,-2%,-8%,-4%,6%,-1.2%,0.1%,9%,0.4%,
Cc1ccc(C)c(N(C(=O)CS(=O)CC(=O)Nc2ccc3c(c2)OCO3)C(C)C(=O)NC2CCCC2)c1 (configuration not stated),15,90,1%,-10%,-6%,-2%,1.9%,0.4%,14%,0.3%,
O=C(O)c1ccccc1C(=O)NCCCCCCNC(=O)c1ccccc1C(=O)O,-0.4,62,-3%,-1%,-3%,16%,-1.3%,0.8%,-22%,-0.1%,
CS(=O)(=O)N1CCC(C(=O)Nc2cccc(Cl)c2)CC1,-1.4,102,-2%,15%,-2%,10%,-1.8%,0.2%,-6%,-0.2%,
CC(C)C[C@H](NC(=O)NCc1ccc(F)cc1)C(=O)O,-0.3,61,1%,-5%,-9%,2%,-1.1%,0.9%[50 µM],6%,-0.1%,
COC(=O)c1ccc(N2C(=O)C3CC=CC(C)C3C2=O)cc1 (configuration not stated),-1.5,94,2%,6%,-3%,-8%,-1.6%,1.7%,6%,-0.5%,
CC(C)CN1C(=O)c2ccc(C(=O)Nc3ccccn3)cc2C1=O,-0.7,72,0%,0%,-3%,4%,-0.2%,0.2%,33%,0.0%,
CS(=O)(=O)c1ccc2nc(NC(=O)Nc3ccc(Cl)cc3)sc2c1,6.5,73,26%,12%,4%,34%,5.7%,1.1%[50 µM],4%,-0.3%,
C=CCNc1nc(C(=O)OCC(=O)c2ccccc2)cs1,2.3,61,-3%,2%,-13%,-13%,0.0%,0.4%,-26%,0.0%,
COc1ccc(NC(=O)CSc2nc3ccccc3nc2N2CCCC2)c(OC)c1,6.6,70,-1%,-8%,2%,4%,0.4%,-1.2%,6%,-0.1%,
COc1ccc(C(=O)Cc2ccc(OC)c(OC)c2)cc1,-0.6,50,3%,0%,-1%,-5%,0.1%,3.2%,1%,-0.1%,
O=C(Nc1ccc(-c2ccc3nncn3n2)cc1)C1CCCCC1,3.2,61,-2%,21%,-6%,12%,-1.5%,-0.1%,7%,-1.0%,
CCCNc1ccc(S(=O)(=O)N(CC)CC)cn1,2.2,55,2%,2%,-6%,3%,-1.2%,-0.1%,-3%,-0.3%,
CC(=O)c1cccc(NC(=O)c2ccc(CN3CCc4ccccc4C3)cc2)c1,1.4,65,1%,10%,-3%,9%,0.5%,0.0%,-4%,-0.1%,
COc1ccc2oc(=O)c(C(C)=O)cc2c1,-0.1,54,-2%,-1%,3%,35%,-1.3%,0.8%[50 µM],-4%,0.3%,
C=CCSc1nnc(-c2ccccc2NC(=O)CC)c(=O)[nH]1,-2.2,64,5%,20%,-2%,-8%,2.9%,-0.4%,11%,-0.1%,
COc1cc(OC)cc(C(=O)/C=C2\Sc3ccccc3N2C)c1,0.4,54,1%,-4%,-12%,22%,0.8%,-0.5%,-1%,-0.3%,
Cc1ccc(N(C(=O)CNC(=O)c2ccco2)C(C(=O)NC2CCCC2)c2cccnc2)c(C)c1 (configuration not stated),1.3,51,11%,10%,-4%,11%,1.5%,0.3%,6%,1.9%,
O=C(NNC(=O)c1ccccc1F)C1=NN(c2ccccc2)C(=O)CC1,-0.3,48,-2%,13%,-1%,13%,0.3%,1.2%,3%,-0.2%,
Cc1cccc(-c2nc(CS(=O)CC(=O)NCc3cccs3)c(C)o2)c1 (configuration not stated),-0.4,36,-6%,4%,-3%,-5%,-1.8%,0.2%,-5%,-0.1%,
CCOC(=O)C1CCN(Cc2ccc(F)c(Br)c2)CC1,-0.3,74,1%,6%,-1%,0%,1.5%,0.1%,9%,-0.2%,NS5 inhibitors pilot replicate=1.1
O=C(Nc1ccccc1)N1CCCC1,0.5,64,1%,-6%,-3%,-6%,1.0%,-0.7%,-7%,0.2%,
CCOC(=O)C(=O)NC12CC3CC(CC(C3)C1)C2,1.5,50,7%,3%,-8%,6%,1.9%,1.7%[50 µM],8%,-0.5%,
O=C(N/C(=C/c1ccco1)C(=O)N1CCOCC1)c1ccc([N+](=O)[O-])cc1,0.4,52,-4%,-13%,2%,6%,-0.3%,0.0%,-7%,0.0%,
O=C(Nc1c(-c2ccccc2)nc2ccccn12)c1ccco1,-2.6,85,-1%,-1%,-4%,2%,-1.7%,3.8%,-8%,-0.1%,
Cc1ccccc1CN1CCN(CC(=O)NCCCN2CCN(c3ccc(F)cc3)CC2)C1=O,0.3,40,2%,-7%,-2%,-7%,-0.9%,1.9%,-6%,-0.1%,
COc1cc(Nc2cccc[n+]2C)cc(OC)c1OC,2.9,46,6%,-10%,-2%,-5%,0.6%,0.2%,2%,0.0%,
CCCCCCOC(=O)C(C#N)c1nc2ccccc2nc1N1CCOCC1 (configuration not stated),3.5,87,-1%,5%,?,14%,-0.6%,0.6%,2%,-0.2%,
O=C(O)CCCCC1SCC2NC(=O)NC21 (configuration not stated),1.0,63,-4%&-6%,11%&0%,-3%,-10%&8%,-0.7%&0.9%,-5.9%,2%&-11%,0.2%&0.0%,
COCCN1C=C2C(=O)C(C)(OC(=O)CCc3ccccc3)C(=O)C=C2C=C1c1ccc(C#N)cc1 (configuration not stated),0.4,54,5%,-5%,7%,-1%,4.1%,-0.6%,13%,-0.1%,
O=C(O)c1ccc2c(c1)ncn2C1CCCC1,-0.7,36,-2%,-10%,0%,2%,3.6%,-0.2%,16%,-0.1%,
COc1ccc(C(=O)NCC(c2cccnc2)N2CCN(c3ccccc3)CC2)cc1OC (configuration not stated),-2.4,54,10%,25%,-6%,11%,-1.7%,-0.1%,21%,-0.1%,
CCNc1nc(NC(C)C)nc(OCCOC(=O)c2ccccc2)n1,1.2,89,1%,9%,-5%,12%,2.5%,3.8%,-6%,-0.2%,
CN(NC(=O)Nc1ccc(Cl)cc1)c1c(Cl)c(Cl)nn1C,0.7,88,-6%,7%,-5%,-14%,-1.2%,0.0%,13%,0.1%,
COC(=O)c1cc2ccsc2n1CC(=O)Nc1ccc(N(C)C)cc1,1.1,58,-6%,-5%,2%,-26%,-3.7%,4.0%,-6%,-0.1%,
COc1ccc(C(=O)NCc2cccs2)cc1S(=O)(=O)N1CCOCC1,-0.2,53,5%,20%,-4%,1%,-2.1%,0.5%,11%,0.0%,
Cc1ccc(C(=O)NC(=S)Nc2ccc3c(c2)OCCO3)c(C)c1,0.0,41,3%,0%,-2%,-6%,1.7%,1.2%,31%,-0.1%,
COc1ccc(NC(=O)COC(=O)/C=C/c2ccccc2[N+](=O)[O-])cc1,0.7,33,16%,2%,1%,-1%,-0.3%,1.7%[50 µM],8%,0.3%,

# Nothing new here: an excerpt of the list.
SMILES,NTR1 ag,NTR1 ag cell count 20 µM,Siah-1 displacement,GPR35 antagonists,NS5 inhibitors,AID2073,HIV peptide binding,UTI89 phage lysis,GPR55 antagonists,GPR55 beta-arrestin,others
O=C(O)c1ccc2c(c1)ncn2C1CCCC1,-0.7,36,-2%,-10%,0%,2%,3.6%,-0.2%,16%,-0.1%,
COc1ccc(C(=O)NCC(c2cccnc2)N2CCN(c3ccccc3)CC2)cc1OC (configuration not stated),-2.4,54,10%,25%,-6%,11%,-1.7%,-0.1%,21%,-0.1%,
CCNc1nc(NC(C)C)nc(OCCOC(=O)c2ccccc2)n1,1.2,89,1%,9%,-5%,12%,2.5%,3.8%,-6%,-0.2%,
CN(NC(=O)Nc1ccc(Cl)cc1)c1c(Cl)c(Cl)nn1C,0.7,88,-6%,7%,-5%,-14%,-1.2%,0.0%,13%,0.1%,
COC(=O)c1cc2ccsc2n1CC(=O)Nc1ccc(N(C)C)cc1,1.1,58,-6%,-5%,2%,-26%,-3.7%,4.0%,-6%,-0.1%,
COc1ccc(C(=O)NCc2cccs2)cc1S(=O)(=O)N1CCOCC1,-0.2,53,5%,20%,-4%,1%,-2.1%,0.5%,11%,0.0%,
Cc1ccc(C(=O)NC(=S)Nc2ccc3c(c2)OCCO3)c(C)c1,0.0,41,3%,0%,-2%,-6%,1.7%,1.2%,31%,-0.1%,
COc1ccc(NC(=O)COC(=O)/C=C/c2ccccc2[N+](=O)[O-])cc1,0.7,33,16%,2%,1%,-1%,-0.3%,1.7%[50 µM],8%,0.3%,
